# Bioassay records deposited in PubChem BioAssay by National Center for Advancing Translational Sciences (NCATS).
# Integrin act MD: activators of alpha7 integrin expression for muscular dystrophy; alpha7betagal myoblasts, beta-gal FDG fluorescence, 48 h; Potency, µM (titrated, usually from 38.3 µM), for the others: top-dose activation, most hits filed as activators; actives 0.064% (n = 350,000); AID 624291;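 further: potency means the concentration at half of the fitted maximal effect; 100% = response of the positive control SU9516; nearly all actives have a fitted effect of over 60% in size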
#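 Alpha7betagal+/- myoblasts (passage 13) were plated 16-24 hr, then exposed to compounds (1:260 dilution of DMSO stock) for 48 hours at 37C. After MPER lysis, β-galactosidase reporter activity was read as FDG fluorescence (ex 480/em 540) after 30 minutes.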
# Mito fusion act: inhibitors of mitochondrial division or activators of mitochondrial fusion; Potency, µM (top dose mostly 46.1 µM), inactives show at the highest dose growth rescue (activation), actives largely listed as activators; S. cerevisiae fusion-defective mutant growth rescue, CellTiterGlo 48 h; actives 0.23% (n = 320,000); AID 485298;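 further: potency means the concentration at half of the fitted maximal effect; % of control where 0% means no effect; nearly all actives have a fitted effect of over 45% in size; temperature-sensitive fusion mutants such as fzo1-1 at 37 °C on non-fermentable ethanol glycerol medium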
#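 Luminescent cell viability in 1536-well qHTS format served as the measure of rescued growth in ts fusion-mutant S. cerevisiae cultured on non-fermentable YPEG for 48 hours at 37C.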
# S-ASM inh: human S-ASM enzyme inhibition; P17405; placental ASM, HMU-PC fluorogenic substrate, 60 min; Potency, µM (top dose mostly 57.5 µM), for inactives: at the top dose activity change, negative = inhibition, hits mostly inhibitors; actives 0.006% (n = 340,000); further: potency means the concentration at half of the fitted maximal effect
# Target sequence (P17405 47-631 limits assumed): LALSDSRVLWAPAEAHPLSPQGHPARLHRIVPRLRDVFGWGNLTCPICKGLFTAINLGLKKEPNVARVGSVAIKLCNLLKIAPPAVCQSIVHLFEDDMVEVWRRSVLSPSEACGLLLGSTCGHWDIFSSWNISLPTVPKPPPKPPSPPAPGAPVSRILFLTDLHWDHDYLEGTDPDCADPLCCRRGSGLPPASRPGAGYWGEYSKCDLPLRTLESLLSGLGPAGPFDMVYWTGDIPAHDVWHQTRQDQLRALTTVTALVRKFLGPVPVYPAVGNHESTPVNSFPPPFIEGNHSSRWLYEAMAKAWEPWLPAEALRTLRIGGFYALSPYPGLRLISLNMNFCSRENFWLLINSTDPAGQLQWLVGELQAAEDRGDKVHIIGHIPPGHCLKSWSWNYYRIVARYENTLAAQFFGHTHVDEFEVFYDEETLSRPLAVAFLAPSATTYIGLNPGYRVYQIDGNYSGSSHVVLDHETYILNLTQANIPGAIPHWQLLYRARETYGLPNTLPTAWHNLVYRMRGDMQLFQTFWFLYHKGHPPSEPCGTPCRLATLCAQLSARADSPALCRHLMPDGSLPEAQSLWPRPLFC
#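 Human placenta-derived ASM enzyme was preincubated with compound for 10 minutes at room temperature, then given fluorogenic substrate HMU-PC0 (9 uM final) for 60 minutes at 37 °C; a pH 10 stop preceded fluorescence reading at Ex 386/Em 447 nm.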
# Eya2 inh: Eya2 (human) phosphatase inhibition. recombinant Eya2, OMFP fluorescence dephosphorylation (OMFP is methylfluorescein phosphate). O00167. AID 488837. Potency, µM (titrated, usually from 76.9 µM), for inactives: at the top dose activity, negative = inhibition, hits mostly inhibitors. actives 0.006% (n = 330,000); further: potency means the concentration at half of the fitted maximal effect; on the % scale 0 is the no-effect control and ±100 the full control effect
#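 Eya2 protein (added as 0.2 uM solution) was preincubated with compound for 10 min at ambient temperature in 50 mM HEPES pH 7.5, 50 mM NaCl, 5 uM MgCl2, 0.05% BSA, 1 mM DTT. OMFP (added at 50 uM) then reacted 10 min; fluorescence read at 485/525 nm.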
# TSG101-PTAP inh: blocks PTAP/TSG101 interaction to inhibit HIV-1 budding | Q99816 | Fluorescence polarization, FITC-PTAP peptide / Tsg101 binding | Potency, µM (top dose mostly 115 µM), without a hit: at the highest dose activity change, negative = inhibition, actives largely listed as inhibitors | 340,000 tested, under 10 active; active means well fitted inhibition curve with a large enough effect in the main read-out, with a control signal flat, not every such curve was filed as active; inconclusive means small, poorly fitted or top-dose-only effect, or effect the other way, or a change in a side signal; inactive means no such curve, though single readings can be large or run the other way; further: potency means the concentration at half of the fitted maximal effect; % of control where 0% means no effect
# Target sequence (Q99816 whole entry, looked up): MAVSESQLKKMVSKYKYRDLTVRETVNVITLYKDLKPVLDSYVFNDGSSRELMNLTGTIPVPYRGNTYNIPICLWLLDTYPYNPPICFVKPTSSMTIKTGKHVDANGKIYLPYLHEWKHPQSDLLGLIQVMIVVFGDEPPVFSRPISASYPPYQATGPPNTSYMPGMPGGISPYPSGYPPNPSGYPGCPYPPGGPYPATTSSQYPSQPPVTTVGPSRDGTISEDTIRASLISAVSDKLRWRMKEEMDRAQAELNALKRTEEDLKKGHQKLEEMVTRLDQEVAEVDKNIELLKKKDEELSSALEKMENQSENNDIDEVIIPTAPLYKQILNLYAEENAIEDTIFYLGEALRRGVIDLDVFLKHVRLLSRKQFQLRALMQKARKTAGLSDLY
#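 FP read-out: FITC-PTAP peptide, 50 nM final, binding Tsg101 binding domain, 10 uM final; 20 min, r.t.; 10 mM HEPES pH 7.5, 0.15 M NaCl, 0.01% Tween 20, 3 mM EDTA, 0.1 mM TCEP.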
# Chronic BCR inh: blocks chronic active B-cell receptor signaling. actives 0.05% (n = 340,000). Potency, µM (titrated, usually from 46.1 µM), for the others: at the highest dose ratio change, negative = lower green/red ratio, usual class: inhibitors. ABC-DLBCL IkBa-CBG/CBR reporter, luminescence ratio, 4 h; active means well fitted inhibition curve with a large enough effect in the signal ratio, with a control signal flat, not every such curve was filed as active; inconclusive means small, poorly fitted or top-dose-only effect, or effect the other way, or a change in a side signal; the % refers to the signal ratio;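 further: potency means the concentration at half of the fitted maximal effect; plate controls were basal doxycycline-induced cells for no effect and cells given 10 µM MG132 for full effect; MG132 reads +100%, hits lower the ratio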
#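 TMD8 human ABC-DLBCL cells with doxycycline-inducible IκBα–green luciferase fusion and unfused red luciferase, in 0.5% FBS medium; compounds up to 46 uM, 4 h at 37C. Green/red luminescence ratio, filter-overlap corrected, fitted to concentration-response curves.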
# Tb PFK inh: T. brucei PFK enzyme inhibition. O15648. actives 0.17% (n = 330,000). Potency, µM (doses to about 57.5 µM), without a hit: top-dose activity, negative = inhibition, most hits filed as inhibitors. T. brucei PFK, ADP-Glo luminescence. AID 485367;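 further: potency means the concentration at half of the fitted maximal effect; 0% = uninhibited 1x PFK enzyme wells and -100% = no-enzyme wells; nearly all actives have a fitted effect of over 60% in size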
#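 PFK 1.25 nM, F6P 0.5 mM, ATP 0.1 mM, 0.1 M TEA pH 8.0, 5 mM MgCl2, 0.01% Tween20, 0.1% BSA; 45 min RT. ADP-Glo readout. qHTS titration up to 57 uM; curves fitted, compounds curve-classed.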
# ELG1 repair inh: ELG1-dependent DNA repair inhibition; HEK293T ELG1-luciferase reporter, luminescence, 16 h; DNA damage induced by 5-fluorouridine; actives 2.3% (n = 330,000); Potency, µM (top dose mostly 46.1 µM), inactives show at the highest dose activity change, negative = inhibition, hits mostly inhibitors; further: potency means the concentration at half of the fitted maximal effect; on the % scale 0 is the no-effect control and ±100 the full control effect; nearly all actives have a fitted effect of over 55% in size
#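 Overnight (16 hr) co-exposure of 2,000 cells/well to 5-fluorouridine and compound at 37 °C preceded detection. Luciferase was quantified via ONE-Glo luminescence; loss of signal denotes inhibition.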
# TSHR antagonist: blocks TSH signaling through the human TSH receptor; P16473; AID 504810; activity change, negative = inhibition, % at 11.5 µM; TSHR-expressing cells, TSH-stimulated cAMP HTRF, 2 h; active compounds read low; actives 0.2% (n = 330,000);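 active means activity change below a set negative limit, meaning inhibition stronger than a set level, cut at about -70% in these data; inconclusive means activity change between two set negative limits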; further: on the % scale 0 is the no-effect control and ±100 the full control effect
#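 Cell-based HTRF cAMP assay; TSHR cells + compound, TSH EC80 (4nM final), 2 h, 37 deg C. Lysis with anti-cAMP cryptate and cAMP-d2, 30 min RT, read 665/620 nm.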
# TCR act: T cell receptor activation; 330,000 tested, under 10 active; AID 504894; Potency, µM (highest dose often 9.22 µM), for inactives: top-dose activation of IL-2 secretion, hits mostly activators; primary human leukocytes, anti-CD3, IL-2 HTRF, 48 h; further: % of control where 0% means no effect
#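 Activity was scored as IL-2 release from primary human leukocytes given only a TCR signal (a-CD3 beads) plus compound for 48 hr. Detection used a two-antibody HTRF format read at 665nm.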
# AT treatment: candidate therapy for ataxia-telangiectasia | […] A-T fibroblasts, KAP-1 phosphorylation AlphaLISA; neocarzinostatin DNA damage 30 min before lysis | Potency, µM (titrated, usually from 57.5 µM), for the others: at the highest dose activation, usual class: activators | actives 0.19% (n = 320,000) | AID 485349; further: potency means the concentration at half of the fitted maximal effect; % of control where 0% means no effect; nearly all actives have a fitted effect of over 45% in size
#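 hTERT-immortalized A-T patient fibroblasts ([…]), 500 cells/well in OPTI-MEM, 1% FBS, got compounds for 60 min, then NCS for 30 min at 37C. Lysates were then assayed for phospho-KAP-1 by AlphaLISA (anti-pKAP1 donor, anti-KAP1 acceptor beads), 6 hr at 25C.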
# Numbers without * were called inactive; i = inactive; ? = inconclusive; / = no result given; [ ] = another dose, or the depositor's remark. Unless noted, the call rests on the fitted dose curve; in most records, active means well fitted curve in the direction sought with a large enough effect; inconclusive means small, poorly fitted or top-dose-only effect, or another doubt; inactive means no such curve, though single readings can be large; an effect the other way counts as inactive or inconclusive.
SMILES,Integrin act MD,Mito fusion act,S-ASM inh,Eya2 inh,TSG101-PTAP inh,Chronic BCR inh,Tb PFK inh,ELG1 repair inh,TSHR antagonist,TCR act,AT treatment
CCCNS(=O)(=O)c1ccc(CCC(=O)NCc2ccco2)cc1,-39%,-2%,-3%,-16%,-5%,-7%,-5%,4%,6,/,5%
COCc1cc(Sc2c(Cl)cccc2Cl)nc(-c2ccccc2)n1,14%,-1%,-10%,-32%,0%,-4%,-2%,-1%,39,1%,7%
COc1ccc(OC)c(-n2c(SCC(C)=O)nnc2-c2cccc(S(=O)(=O)N(C)C)c2)c1,-10%,1%,4%,0%[15.4 µM],-9%,-4%,-2%,-5%,9,1%,2%
CN1CC(=O)N(CC(=O)NC2CCCCC2)C1=O,18%,/,-1%,-36%,-1%,-4%,0%,6%,-13,-8%,29%
COc1ccccc1N(CN1CCCC1=O)C(=O)COc1ccccc1,7%,1%,5%,-5%,-2%,-6%,0%,-8%,-7,-2%,-2%
Cc1ccc(CSC2=NCCN2C(=O)c2ccc(S(=O)(=O)N(C)C)cc2)cc1,17%,-6%,-2%,5%,0%,-2%,-6%,11%,6,4%,8%
COC(=O)C1C(=O)C2=C(CC1C)NC(=O)CC2c1ccccc1 (configuration not stated),-12%,2%,5%,-3%,-1%,5%,1%,3%,-1,6%,5%
O=C1/C(=C\c2ccco2)SC(=S)N1c1ccc(O)cc1,?,/,-8%,-4%,-2%,?,-11%,17%,15,0%[46.1 µM],-4%
CCOc1cccc2c1OC1(CCCCC1)N1N=C(c3cccnc3)CC21 (configuration not stated),6%,3%,-2%,0%,-5%,7%,-2%,?,11,0%[46.1 µM],8%
COC(=O)C1=C(C(=O)OC)[C@@H]2N(Cc3ccccc3)c3ccccc3[C@@]23C[C@@H](C(=O)OC)N(C(=O)c2ccc(Br)cc2)C3=N1,-46%[inhibitor],5%,0%,2%,-2%,0%,0%,?,-3,-5%,2%
O=C1C(NS(=O)(=O)c2cccs2)=C(N2CCN(c3ccccc3)CC2)C(=O)c2ccccc21,-5%,-7%,-5%,-21%,-7%,?,1%,10%,21,-29%,-3%
OCCN1CCN(c2cc(C(F)(F)F)nc3ccccc23)CC1,-34%,-7%,-1%,8%,-4%,-3%,2%,2%,-3,7%,4%
ON1C(c2ccccc2C(F)(F)F)N(O)[C@H]2CCCC[C@H]21 (some centres not stated),?,-3%,-7%,11%,-1%,0%,2%,1%,5,3%,-7%
COc1ccc2sc(-c3ccc(S(C)(=O)=O)cc3)c(C(=O)NCCc3c[nH]c4ccccc34)c2c1,17%,/,-30%,1%,/,-2%,0%,18µM*,1,-1%,4%
CCC(=O)Nc1ccc(S(=O)(=O)N2CCOCC2)cc1,3%,1%,0%,3%,0%,0%,1%,4%,9,6%,0%
CC(=O)Nc1ccc(SCC(=O)c2cc(C)n(Cc3cccs3)c2C)cc1,-18%,2%,-13%,8%,0%,1%,-3%,?,17,6%,0%
Cc1ccc(N2C(=O)N3[C@H](c4ccc(Br)cc4)[C@@H]4C(=O)N(C(C)(C)C)C(=O)[C@@H]4[C@]3(C)C2=O)cc1,19%,4%,-3%,-10%,0%,?,-6%,-10%,6,-1%,14%
CC1CCCC(NC(=O)CSc2ncccn2)C1C (configuration not stated),15%,10%,5%,0%,-1%,-2%,8%,?,7,-1%,-5%
Cc1cccc2cc(CN(Cc3ccc4c(c3)OCO4)Cc3nnnn3C3CCCC3)c(=O)[nH]c12,8%,5%,-2%,-8%,-5%,0%,0%,?,-14,-3%,-2%
COc1ccc(N(CC(=O)NN=C2CCN(C)CC2)S(=O)(=O)c2ccccc2)c(OC)c1,18%,5%,1%,-3%,-7%,6%,4%,0%,-6,6%,-4%
O=C(COC(=O)COc1ccccc1[N+](=O)[O-])Nc1ccccc1Br,9%,6%,1%,-1%,0%,-1%,3%,23%,22,-1%[46.1 µM],8%
CCOc1ccccc1NC(=S)N1CCN(c2ccc(OC)cc2)CC1,-4%,-4%,4%,2%,-5%,3%,-4%,-1%,-10,10%,-2%
CCOc1ccc(N(CC(=O)N2CCN(C(=O)CN(c3ccc(OCC)cc3)S(C)(=O)=O)CC2)S(C)(=O)=O)cc1,22%,2%,1%,0%,-4%,7%,-1%,-5%,-1,3%,-2%
Cc1ccc(C)c(OCCC(=O)OCC(=O)N2c3ccccc3NC(=O)C2(C)C)c1,15%,7%,-3%,12%,-2%,-3%,-2%,27%,-5,3%,1%
COc1cccc2c1O/C(=N\O)C(C(=O)Nc1cccc(Br)c1)C2 (configuration not stated),14%,4%,0%,-17%,0%,?,0%,13%,-1,6%,0%
CC(=O)N=c1c(C#N)cc2c(=O)n3ccccc3nc2n1CCCOC(C)C,4%,-3%,i,1%,1%,7%,-24%,0%,20,-2%,13%
CC1(OC(=O)C2CCCC2)C(=O)C=C2C=C(c3ccsc3)N(C3CCCCC3)C=C2C1=O (configuration not stated),-3%,-11%,10%,-7%,0%,4%,1%,-5%,18,0%,45%
CCCC(=O)n1nc(NCc2ccc(OC)cc2)nc1NCc1ccc(OC)cc1,21%,3%,-12%,-12%,-4%,?,-2%,?,-6,-6%,0%
COc1cccc(NC(=O)C2CCCN(S(=O)(=O)c3cccc4cccnc34)C2)c1 (configuration not stated),20%,-3%,-4%,6%,-4%,-9%,0%,?,-13,1%[46.1 µM],0%
COC(=O)CN(c1ccc(C)cc1)S(=O)(=O)c1ccc2c(c1)n(C)c(=O)c(=O)n2C,-4%,2%,0%,-18%,0%,-6%,0%,-3%,-96*,-2%,2%
Cn1c(N)c(C(=O)COC(=O)CCC(=O)c2ccc(F)cc2)c(=O)n(C)c1=O,0%,4%,2%,6%,-3%,9%,3%,17%,2,12%,-2%
Cc1ccc(C(=O)NCC(=O)OCc2c(F)cccc2Cl)s1,0%,/,0%,0%,2%,-2%,16%,0%,/,2%,4%
Cc1ccc(S(=O)(=O)Oc2ccc(/C=N/NC(=O)c3nn(C)cc3[N+](=O)[O-])cc2)cc1,-22%,-2%,-1%,7%,-3%,-5%,-1%,9%,-9,-2%[46.1 µM],-3%
Oc1c(C(c2ccccc2)N2CCc3ccccc3C2)sc2ncnn12 (configuration not stated),-18%,-4%,6%,-7%,-3%,-1%,11%,-7%,21,-7%[46.1 µM],0%
COc1cccc(N2CCN(Cc3ccsc3)CC2)c1,2%,-2%,3%,-36%,-4%,?,3%,19%,-6,-2%,-1%
CCCc1cc(=O)[nH]c(Nc2ccc(N3CCCCC3)cc2)n1,-33%,7%,1%,0%,-7%,-9%,5%,?,-9,3%,-9%
COc1ccc(-c2cnnn2-c2ccc([N+](=O)[O-])cc2)cc1,-1%,13%,3%,-13%,-2%,?,5%,-1%,10,-13%,2%
CC(=O)C1C(c2ccc(F)c(F)c2)NC(=O)NC1(O)C(F)(F)F (configuration not stated),14%,-4%,7%,4%,-3%,-3%,-1%,-4%,-4,15%[46.1 µM],3%
COc1ccc(NC(=O)C2CC(c3ccccc3O)=NO2)cc1OC (configuration not stated),-2%,3%,-6%,3%,-7%,8%,-4%,-19%,6,0%,-1%
O=C(NC1CC1)C1CCN(C(=O)c2ccc(Cl)cc2Cl)CC1,-2%,-6%,-1%,0%,-2%,-5%,1%,-12%,-2,-6%,4%
CC(C)C[C@H](NC(=O)c1nc[nH]c1C(=O)NCc1ccccc1)C(=O)OCc1ccccc1,-24%,-3%,-6%,-4%,-5%,1%,24%,?,-5,3%,-24%
COCC1CCN(Cc2nc(Cc3ccccc3Cl)no2)CC1,-21%,5%,0%,-14%,-7%,-1%,-2%,?,-7,1%,-1%
CCn1c(C)nc2cc(C(N)=O)ccc21,17%,-5%,-1%,-4%,-3%,?,3%,1%,-1,-2%,8%
